Yp Topo-I inh = Yersinia pestis topoisomerase I inhibitors, primary screen, biochemical, cleavage product accumulation, plate reader, single point; activity, % at 10 µM; DNA topoisomerase I (Yersinia pestis CO92); Y. pestis Topo-I cleavage product accumulation; actives 0.064% (n = 360,000); in the data active = activity above about 50%, passing the limit was not always enough; note: inactives centre near 2
BH1578 lux ind = inducers of Vibrio cholerae quorum light production without autoinducers, primary screen, BH1578 luxS cqsA deficient, single point; actives 0.16% (n = 350,000); AID 588436, 2011; V. cholerae BH1578 lux reporter, luminescence, 6 h; activation, % at 18.7 µM; in the data active = activation mostly above about 9.7%, no sharp cut-off; note: not every result past the cut was called active; inactives centre near 0; reference of the scale not given here
SARS 3CLpro inh = SARS-CoV 3CLpro protease inhibitors, primary screen, biochemical, quenched FRET; Replicase polyprotein 1ab (Severe acute respiratory syndrome coronavirus), P0C6X7; recombinant SARS-CoV 3CLpro, quenched FRET peptide cleavage; inhibition, % at 6 µM; actives 0.14% (n = 290,000); AID 1706, 2009; in the data active = inhibition above about 12%
PfHsp40 rescue = rescue of yeast from PfHsp40 toxicity, primary screen, S. cerevisiae, ATP luminescence | S. cerevisiae expressing PfHsp40, growth rescue | growth rescue, % at 12.5 µM | actives 0.68% (n = 340,000); in the data active = growth rescue above about 28%, passing the limit was not always enough;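 note: yeast W303a lacking pdr1 and pdr3 grown in galactose medium; growth measured after three days at 30 °C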
BoNT A protease = BoNT/A light chain protease inhibitors, primary screen, biochemical, flow cytometry, MLPCN library | Botulinum neurotoxin type A light chain protease (Clostridium botulinum A str. ATCC 3502) | multiplex microsphere protease substrate cleavage | inhibition, % at 10 µM | actives 0.17% (n = 360,000) | AID 588499, 2011; note: plate controls were buffer without enzyme for full effect and enzyme alone for no effect
TcdB inh = TcdB glycohydrolase inhibitors, primary screen, biochemical, single point, plate reader; Toxin B (Clostridioides difficile), P18177; TcdB glycohydrolase enzymatic assay; inhibition, % at 9.99 µM; actives 0.24% (n = 350,000); AID 652162, 2013; in the data active = inhibition above about 10%
CCHFV vOTU inh = CCHFV vOTU protease inhibitors, primary screen, biochemical, Pep-AMC substrate, fluorescence; Crimean-Congo hemorrhagic fever virus L polyprotein viral ovarian tumor (vOTU) protease …; inhibition, % at 11.5 µM; actives 0.55% (n = 370,000); AID 651958, 2012; in the data active = inhibition above about 30%; note: 0% = vehicle wells with enzyme and 100% = no enzyme wells
DUSP3 inh = VHR1 phosphatase inhibitors, primary screen, biochemical, absorbance, uHTS | Dual specificity protein phosphatase 3 (Homo sapiens), P51452 | recombinant VHR phosphatase, pNPP absorbance | inhibition, % at 13.3 µM | actives 0.52% (n = 290,000) | AID 1654, 2009; in the data active = inhibition above about 50%; note: some compounds called inactive have numbers as strong as hits
Anthrax LF inh2 = Bacillus anthracis LF protease inhibitors, primary screen, biochemical, multiplex microsphere, MLPCN library; Lethal factor (Bacillus anthracis), P15917; multiplex microsphere protease cleavage assay; inhibition, % at 10 µM; actives 0.12% (n = 360,000); note: plate controls were buffer without enzyme for full effect and enzyme alone for no effect
PriA SSB inh = inhibitors of Klebsiella pneumoniae PriA binding to SSB C-terminal tail, primary screen, biochemical, AlphaScreen. AlphaScreen SSBct-PriA binding, biotinylated peptide. actives 0.6% (n = 430,000). AID 1272365, 2023. inhibition, % at 33 µM; in the data active = inhibition mostly above about 37%, no sharp cut-off; inactive = mostly below about 20%;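 note: plate controls were negative control peptide for no effect and reference peptide for full effect; strong numbers were not always called active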
Starred values were filed as active, the others as inactive; i = inactive; · = not tested or not shown; & = joins results of further samples. Cut-off read from the data, not from the text of the source, unless noted: active = inhibition above about 30%; inconclusive = no clear call, values can overlap the other calls; inactive = below that. Some of the compounds tested. The share of hits here may be higher or lower than overall.

SMILES	Yp Topo-I inh	BH1578 lux ind	SARS 3CLpro inh	PfHsp40 rescue	BoNT A protease	TcdB inh	CCHFV vOTU inh	DUSP3 inh	Anthrax LF inh2	PriA SSB inh
CC(C)C(NC(=O)OCc1ccccc1)C(=O)N1CCOCCOCCOCC1 (stereo not drawn)	-6	-0.4	2	-0.3	0.4	1.1	-7	4	-6	0
COc1cc(SC#N)ccc1N=Cc1c(C)[nH]n(-c2ccc(C)cc2C)c1=O	1	i	2	38*	0.3	·	4	-17	-1	12
O=C(Nc1ccccc1N1CCCC1)C1CCN(C(=O)c2ccc(F)cc2)CC1	8	-1.4	·	0.7	0.5	-1.4	3	·	-1	-4
CCCCc1cc(=O)oc2cc(C)cc(OCC(=O)Nc3cccnc3)c12	4	-0.3	-1	-0.3	1.4	-0.1	-6	12	-1	7
Cc1cc(C)n2nc(CC(=O)NCc3ccccc3Cl)nc2n1	-4	-0.3	1	-0.8	-0.5	·	-18	-27	0	-8
CCN(CC)S(=O)(=O)c1ccc(N2CCCC2)c(NC(=O)c2ccc(N3CCCC3=O)cc2)c1	23	-0.3	·	2.0	-1.7	0.4	-2	·	0	9
CCCCCNS(=O)(=O)c1cc(C)ccc1OC	-7	-0.3	-1	-0.4	-0.3	·	-13	13	-1	-22
COCCCn1c(SCC(=O)Nc2ccc(NC(C)=O)cc2)nc2sc3c(c2c1=O)CCC3	6	-3.1	-3	-1.4	-0.1	2.4	3	26	3	0
CCOC(=O)[C@]12Cc3cc(Cl)ccc3[C@H]1N(C(C)C)C(=O)c1ccccc12	·	·	·	·	0.2	0.3	0	·	1	·
O=c1nc2c(O)cccn2c2c1c(=O)[nH]c1ccccc12	-5	-0.2	0	-0.7	2.1	-6.1	-6	4	-4	8
O=C(Nc1cccc(Cl)c1)c1ccc(OC(=S)N2CCOCC2)cc1	-5	-0.9	1	-1.2	-0.3	0.4	-11	11	3	-11
Cn1cc(-c2csc(C(O)c3ccc(F)c(F)c3)n2)cn1 (stereo not drawn)	-3	-0.6	·	·	0.1	1.2	-10	·	0	·
Cc1ccnc(NC(=O)c2cccc(NS(=O)(=O)c3ccccc3C)c2)c1	2	-0.7	2	1.7	0.5	·	4	34	-2	7
O=C(NC1CCCCC1)C1CCCN(S(=O)(=O)c2ccc(Br)s2)C1 (stereo not drawn)	7	-0.4	-1	0.0	0.1	0.5	-14	4	-10	-13
COc1ccc(CNC(=O)c2nccnc2CO)cc1	12	i	0	-2.0	-1.4	-1.6	-12	5	1	-9
CCCOC(=O)CC1C(=O)NCCN1Cc1cc(OC)cc(OC)c1 (stereo not drawn)	-6	-0.5	4	40*	-0.9	1.2	-9	-4	0	-2
Cc1cc(OCC(=O)Nc2ccncc2)cc(C)c1Cl	4	i	1	1.1	-5.9	0.7	-4	21	-7	-6
CCOc1cc(NC(=S)NCc2ccco2)c(OCC)cc1NC(C)=O	-7	i	-7	0.9	-0.5	·	-9	22	4	-5
COc1ccc(NC(=O)C(=O)NCCO)cc1Cl	-2	-0.2	6	-0.5	1.9	·	-1	-1	1	-11
O=C(Nc1ccc2nc(N3CCOCC3)sc2c1)c1cc2ccccc2o1	-2	-0.4	·	·	1.8	2.0	1	·	-1	·
CN(C)S(=O)(=O)c1ccc(C(=O)N2CC(=O)Nc3ccc(F)cc3C2c2ccc(F)cc2)cc1 (stereo not drawn)	8	-0.6	-4	0.8	-2.8	0.1	15	70	-12	1
Fc1ccccc1Nc1nc2ccccc2n2nnnc12	1	-0.1	2	-2.5	1.5	0.9	1	0	2	11
C=CCN1C(=O)C(O)(CC(=O)c2ccc(-n3cccc3)cc2)c2ccccc21 (stereo not drawn)	13	-0.4	3	0.9	-0.9	·	·	-15	-8	3
Cc1cc(N(CCO)CCO)nc(-n2nc(C)cc2C)n1	2	i	3	-1.7	0.4	·	16	-12	-2	-1
O=c1[nH]c(=S)n(C2CC2)c(O)c1C=Nc1ccc2c(c1)OCO2	4	-0.4	0	-0.3	0.8	0.9	-18	-20	-13	-1
O=C(NCCc1ccccc1)c1ccc(CS(=O)(=O)Cc2ccc(F)cc2)o1	-8	-0.3	0	-2.1	·	1.4	4	12	·	-13
CC(Sc1nccn1C)C(=O)c1ccc(Br)cc1 (stereo not drawn)	-1	0.1	-4	0.7	-1.6	-0.4	9	7	0	-9
Nc1ccccc1CCc1ccccc1N	-6	-3.3	·	·	-0.1	-1.3	-18	·	-4	·
O=C(Cn1cc(COc2ccc(Br)cc2[N+](=O)[O-])nn1)c1ccc(O)cc1	-9	-0.7	·	1.2	0.0	-0.5	2	·	0	-7
CC1CN(C(=O)CCC(=O)NC2CCN(Cc3ccccc3)CC2)c2ccccc2O1 (stereo not drawn)	-1	-0.2	-2	-0.2	-0.6	-0.2	-2	29	-8	-2
CCOC(=O)c1cn(CC(=O)Nc2cccc(F)c2)nn1	2	-0.6	4	-0.7	-1.1	-1.0	-1	4	0	0
C[N+](C)(C)CCNC(=O)c1c(O)c2c([nH]c1=O)CCCC2	-2	-0.6	-3	-1.3	-0.7	·	1	-8	0	-12
CC(=O)N(CCc1ccccc1)Cc1cc2ccc(C)c(C)c2[nH]c1=O	-7	-0.7	0	0.8	-0.4	1.3	2	18	-7	-8
C/C(CS(=O)(=O)c1ccc(Cl)c(Cl)c1)=N/NC(N)=S	5	-1.5	-3	1.2	-0.7	0.6	6	18	-1	·
NNC(=O)c1sc2cc(C(F)(F)F)cnc2c1-c1ccccn1	9	0.2	4	-0.9	-2.3	-2.9	-6	4	2	-21
CC(=O)Nc1c(NC(C)(C)C)c2ccccc2oc1=O	6	i	2	0.2	-1.0	0.2	-9	21	-4	-13
COc1ccccc1NC(=O)c1ccc2c(c1)C(=O)N(c1ccccc1OC)C2=O	-2	i	1	-1.4	-2.4	0.0	-7	-1	4	-4
CC(NS(=O)(=O)c1ccc(Br)cc1)C(=O)NC1CCCCCC1 (stereo not drawn)	-6	-3.6	-1	-1.5	-0.7	0.8	13	6	0	7
Cc1ccc(C)c(-c2csc(N/N=C/c3ccco3)n2)c1	6	-0.3	-1	-0.8	-0.3	-1.6	-2	25	-4	·
Clc1ccc(Br)c(-c2nc3ccccc3[nH]2)c1	7	-10	·	·	-0.3	-1.2	14	·	0	·
CC1(C)Cc2ccccc2C(COc2ccccc2)=N1	9	2.6	2	-0.9	-7.5	1.5	-8	4	10	8
O=C(C[C@H]1C[C@H](C(=O)N2CCOCC2)[C@@]2(CCC3CCCC3)c3[nH]c4ccc(Cl)cc4c3CCN2C1=O)NCC12CC3CC(CC(C3)C1)C2	4	-0.1	·	0.5	0.1	0.3	5	·	3	6
O=S(=O)(Nc1cccc(-c2ccc(N3CCOCC3)nn2)c1)c1ccc(Cl)c(Cl)c1	26	i	·	5.8	2.6	1.7	28	·	-1	14
CCCc1cc(C(=O)Nc2ccc(CC)cc2)no1	10	-9.4	6	-0.8	1.5	-0.1	-1	-16	-2	-12
CCC(=O)Nc1ccc(OCc2nnc3c4ccccc4c(C)nn23)cc1	0	i	-2	0.0	-0.2	0.9	6	26	4	-1
Cc1cc(C)c(C(=O)N(C)CC2CCCN(CCc3ccccc3F)C2)o1 (stereo not drawn)	6	-0.1	3	-1.0	-2.1	0.8	0	8	-1	-1
O=C(O)c1ccc(-c2ccc(/C=c3/sc4nc5ccccc5n4c3=O)o2)cc1Cl	-3	i	4	1.2	32*	-0.4	-6	·	133*	·
OC(c1ccccc1)(c1ccccc1)c1ncc[nH]1	5	i	·	-0.7	-0.1	0.2	-5	·	4	-22
CCCCC/C=C/C1=CC(=O)C[C@H](c2ccc(OC)c(OC)c2)C1	22	i	·	3.6	-0.2	-7.2	14	·	-1	-14
COC(=O)/C(C#N)=C/c1c(N2CCCCCC2)nc2c(C)cccn2c1=O	31	-0.6	1	-0.9	2.4	-1.3	4	2	4	13
CC(=O)Nc1sc(C)c(C)c1C(=O)OCC(=O)NCc1ccc(Cl)cc1	-1	i	·	-0.7	-0.1	-1.2	16	·	4	-8
O=C(CSCc1ccccc1)NNc1c(F)c(F)cc(F)c1F	8	0.3	0	-1.1	-1.8	0.8	12	-22	-5	4
O=C(CCn1c(=O)oc2ccccc21)Nc1cccc([N+](=O)[O-])c1	-1	5.3	4	0.4	-0.1	1.3	-7	-13	0	8&-6
CCOc1ccc(NC(=O)NNC(=O)c2ccc3ccccc3c2O)cc1	-11	-3.6	6	0.4	1.3	-0.7	-9	32	-1	11
Nc1ccccc1-c1nnc(SCC(=O)Nc2ccccc2OC(F)F)[nH]c1=O	7	-3.2	·	0.3	-0.1	0.1	0	·	-6	-1
CCOC(=O)N1CCN(C(=O)CSc2ccc3nnc(-c4ccccn4)n3n2)CC1	-2	i	-4	0.3	-0.3	2.0	-3	21	-7	19&-7
Cc1cc(C)cc(N(CC(=O)N2CCC(C)CC2)S(=O)(=O)c2ccccc2)c1	29	-0.2	6	-0.8	·	·	7	-3	·	-8
CN(C)S(=O)(=O)c1ccc(C(=O)NNC(=O)C2COc3ccccc3O2)cc1 (stereo not drawn)	-10	i	-1	0.8	0.1	-0.3	2	-14	1	-7
O=C(c1ccccc1)c1ccc(OCC(O)CN2CCN(Cc3ccccc3)CC2)cc1 (stereo not drawn)	34	i	-6	0.5	-0.9	·	8	21	-5	-12
CCS(=O)(=O)N1CCC(C(=O)OCC(=O)c2ccc(Br)cc2)CC1	-1	-0.6	-7	-1.0	-1.5	·	4	·	1	-19

Single entries from above.
Yp Topo-I inh result of OC(c1ccccc1)(c1ccccc1)c1ncc[nH]1 = 5
Anthrax LF inh2 result of CCOC(=O)N1CCN(C(=O)CSc2ccc3nnc(-c4ccccn4)n3n2)CC1 = -7
PriA SSB inh result of CCOc1ccc(NC(=O)NNC(=O)c2ccc3ccccc3c2O)cc1 = 11

(further entries)
SMILES	Yp Topo-I inh	BH1578 lux ind	SARS 3CLpro inh	PfHsp40 rescue	BoNT A protease	TcdB inh	CCHFV vOTU inh	DUSP3 inh	Anthrax LF inh2	PriA SSB inh
O=C(OCC(=O)N1CCC(Cc2ccccc2)CC1)c1ccccc1O	19	-0.4	·	17	-0.1	2.5	-1	·	-8	-12
Cc1onc(-c2ccccc2Cl)c1C(=O)NCc1ccccc1	8	i	2	0.2	-2.2	0.6	1	16	-4	-11
CCOc1ccc(-n2c(SCC(=O)NCc3ccco3)nc3ccccc3c2=O)cc1	4	-1.4	4	-0.1	-0.4	1.0	14	19	-8	1
CCOC(=O)N1CCN(C(=O)Nc2ccc3oc(C)nc3c2)CC1	-6	-0.4	5	-1.1	-1.0	1.2	-18	10	-4	-4
Cc1cccc2cc(C(c3nnnn3Cc3ccccc3)N3CCN(C)CC3)c(=O)[nH]c12 (stereo not drawn)	7	0.3	0	-1.4	1.0	·	·	8	0	-8
O=Nc1c(O)ccc2cc(S(=O)(=O)O)ccc12	2	-0.8	·	4.6	-0.7	·	·	·	2	-14
CCCCNC(=O)CSc1nc2ccc(N3CCOCC3)cc2c(=O)n1Cc1ccc(OC)cc1	10	-0.7	3	-0.6	-0.1	0.2	13	12	-5	3
